ZTA DNA inh: counter-screen for EBNA-1 inhibitors: inhibitors of Epstein-Barr virus ZTA | ZTA-DNA binding, fluorescence polarization | 320,000 compounds, 0.15% hits | inhibition, % at 11 µM | P03206; in the data active = inhibition above about 33%
Target sequence (P03206 whole entry, looked up): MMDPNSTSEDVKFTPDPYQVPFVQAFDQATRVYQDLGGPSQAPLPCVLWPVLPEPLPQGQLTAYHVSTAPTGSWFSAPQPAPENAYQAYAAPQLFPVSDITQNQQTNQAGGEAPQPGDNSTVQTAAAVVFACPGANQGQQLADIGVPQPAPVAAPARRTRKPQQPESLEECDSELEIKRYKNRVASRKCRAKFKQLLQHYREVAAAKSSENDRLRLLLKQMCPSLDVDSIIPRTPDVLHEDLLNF
PP5 inh: inhibitors of human protein phosphatase 5 (PP5). P53041. purified PP5c, OMFP substrate fluorescence. inhibition, % at 6.7 µM. 320,000 compounds, 0.18% hits;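 active = inhibition above the campaign's mean inhibition across all tested compounds plus 3 SD, cut at about 9.5% in these data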;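 also: 0% = DMSO only and 100% = 100 µM cantharidin control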
Target sequence (P53041 whole entry, looked up): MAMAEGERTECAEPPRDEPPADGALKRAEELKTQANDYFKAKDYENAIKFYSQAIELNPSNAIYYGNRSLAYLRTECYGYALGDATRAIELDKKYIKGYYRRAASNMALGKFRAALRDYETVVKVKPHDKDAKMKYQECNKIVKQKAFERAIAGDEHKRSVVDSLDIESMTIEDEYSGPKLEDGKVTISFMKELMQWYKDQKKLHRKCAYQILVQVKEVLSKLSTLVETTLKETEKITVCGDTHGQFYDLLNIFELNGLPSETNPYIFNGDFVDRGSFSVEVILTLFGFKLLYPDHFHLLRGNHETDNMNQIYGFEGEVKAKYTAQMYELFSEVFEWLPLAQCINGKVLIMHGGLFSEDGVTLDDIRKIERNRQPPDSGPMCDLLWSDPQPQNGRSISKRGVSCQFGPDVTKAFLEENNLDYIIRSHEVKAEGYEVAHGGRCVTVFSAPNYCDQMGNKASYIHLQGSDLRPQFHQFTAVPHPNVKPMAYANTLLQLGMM
PP1 counter: PP1-alpha (human) inhibition in PP5 counter-screen. purified PP1alpha, OMFP fluorescence. 320,000 compounds, 0.9% hits. P62136. AID 2235. inhibition, % at 6.7 µM;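 active = inhibition above the mean inhibition of all tested compounds plus 3 SD, computed separately for each screening campaign, cut at about 15% in these data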
Target sequence (P62136 whole entry, looked up): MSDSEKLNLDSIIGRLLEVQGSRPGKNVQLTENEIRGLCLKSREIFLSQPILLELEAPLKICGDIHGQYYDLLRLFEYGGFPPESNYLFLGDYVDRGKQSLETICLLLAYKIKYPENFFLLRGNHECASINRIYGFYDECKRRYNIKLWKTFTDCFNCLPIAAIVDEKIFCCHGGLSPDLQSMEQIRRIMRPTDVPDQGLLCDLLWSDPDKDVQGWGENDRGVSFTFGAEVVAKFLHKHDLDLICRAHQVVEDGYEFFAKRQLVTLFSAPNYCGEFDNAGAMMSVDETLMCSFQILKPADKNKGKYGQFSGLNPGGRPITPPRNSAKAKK
HCV core dimer: blocks dimerization of HCV core protein. inhibition, % at 5 µM. TR-FRET GST/Flag-core106 dimerization, 1536-well. 300,000 compounds, 0.33% hits;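 active = inhibition above the mean of all tested compounds plus 3 SD, set per screening campaign, cut at about 45% in these data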
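System: GST/Flag-tagged HCV core106 proteins. Incubation: compound-protein-antibody incubation 4 h at 22.5 °C. Technique: HTRF with 340 nm excitation, 617/671 nm emission. Medium: KF-containing HEPES buffer, pH 7.45, DTT, CHAPS, BSA. Read-out: inhibition (%) from 671 over 617 nm ratio. Also added: Eu(K)-anti-GST 90 ng/mL plus XL665-anti-Flag 1 µg/mL.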
JMJD2C inh: human JMJD2C demethylase inhibition | 330,000 compounds, 0.069% hits | AID 2099 | inhibition, % at 2.35 µM | GST-JMJD2C(1-420) H3K9me3 demethylation, DELFIA europium | Q9H3R0;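 active = more than half of a compound's replicate wells show inhibition beyond 50%, single wells judged on their own value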;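 also: signal counts dimethyl H3K9 product captured on neutravidin plate; 0% = median of DMSO wells and 100% = 0.3 times that DMSO median; strong numbers were not always called active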
Yeast superoxide: yeast age-related superoxide inhibition as caloric restriction mimetic | S. cerevisiae aged cells, superoxide DHE fluorescence; stronger effect = lower value | superoxide response (% of plate mean), % at 10 µM | 330,000 compounds, 0.18% hits | AID 2690;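 active = superoxide response under a set limit, about three screen SD below normal, cut at about 65% in these data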;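 also: yeast aged for seven days with compound at 30 °C before DHE staining; 100% = average MFI of all compound-treated wells on the plate with controls excluded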
Fh CTSL1 inh: cathepsin L1 inhibition, PFM18AAP counter-screen | recombinant F. hepatica cathepsin L1, Z-Leu-Arg-MCA fluorescence | inhibition, % at 5.96 µM | 300,000 compounds, 0.49% hits | AID 1906;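 active = inhibition above the mean of all tested compounds plus 3 SD, set per screening campaign, cut at about 17% in these data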;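 also: 0% = plate median of test compound wells and 100% = 1 µM Z-Phe-Ala-diazomethylketone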
TPT1 inh: C. albicans TPT1 enzyme inhibition. AID 1962. inhibition, % at 5 µM. 300,000 compounds, 0.81% hits. recombinant caTPT1, FP RNA substrate dephosphorylation;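 active = inhibition above the mean of all tested compounds plus 3 SD, set per screening campaign, cut at about 24% in these data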;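 also: plate controls were DMSO alone for no effect and ferristatin control at 100 nM for full effect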
EBNA-1 inh: blocks EBNA-1 binding to DNA; EBNA-1 DNA binding, fluorescence polarization; inhibition, % at 14.8 µM; 300,000 compounds, 0.34% hits; in the data active = inhibition above about 28%
Numbers without * were called inactive; & = joins results of further samples.

COc1ccc(OCC(=O)NNC(=O)C2CCCO2)cc1 (stereo not drawn) was read as ZTA DNA inh 3, PP5 inh 1.1, PP1 counter 2, HCV core dimer 1, JMJD2C inh 4, Yeast superoxide 95, Fh CTSL1 inh -1, TPT1 inh -1 and EBNA-1 inh 2.
For Cc1ccc(C(=O)N2C(CC(=O)Nc3ccc(Cl)cc3)C(=O)NC3CCCCC32)cc1 (stereo not drawn) the results were ZTA DNA inh -11, PP5 inh 1.9, PP1 counter -2, HCV core dimer -7, JMJD2C inh 15, Yeast superoxide 112, Fh CTSL1 inh 3, TPT1 inh 1 and EBNA-1 inh -2.
`C[C@H](NC(=O)c1nc[nH]c1C(=O)N[C@@H](C)C(=O)OC(C)(C)C)C(=O)OC(C)(C)C` gave ZTA DNA inh -1, PP5 inh 3.6, PP1 counter 0, HCV core dimer 10, JMJD2C inh -9, Yeast superoxide 107, Fh CTSL1 inh -2, TPT1 inh -3 and EBNA-1 inh 4.
For O=C(Nc1cc2c(oc1=O)CCCC2=O)c1cccc(Cl)c1 the results were ZTA DNA inh 9, PP5 inh 4.2, PP1 counter 2, HCV core dimer 2, JMJD2C inh -1, Yeast superoxide 122, Fh CTSL1 inh 5, TPT1 inh 4 and EBNA-1 inh -7.
For O=C(N/N=C/c1cccn1-c1ccccc1)c1ccncc1 the results were ZTA DNA inh -9, PP5 inh 2.1, PP1 counter -3, HCV core dimer -1, Yeast superoxide 87, Fh CTSL1 inh 3, TPT1 inh -1 and EBNA-1 inh 4.
COc1cccc(NC(=O)C(Sc2nnc(Nc3ccccc3C)s2)c2ccccc2)c1 (stereo not drawn) was read as ZTA DNA inh 5, PP5 inh 2.7, PP1 counter 6, HCV core dimer 32, JMJD2C inh -1, Yeast superoxide 106, Fh CTSL1 inh 1, TPT1 inh -3 and EBNA-1 inh 18.
`COCCCNC(NC(=O)c1ccc(Br)cc1)C(Cl)(Cl)Cl` (stereo not drawn) gave ZTA DNA inh -12, PP5 inh 3.4, PP1 counter 1, HCV core dimer -16, JMJD2C inh 6, Yeast superoxide 98, Fh CTSL1 inh -3, TPT1 inh -3 and EBNA-1 inh 1.
Cc1cc(S(=O)(=O)N2CCCCC2)ccc1OCC(=O)N1CCOCC1 was read as ZTA DNA inh 1, PP5 inh 2.6, PP1 counter 1, HCV core dimer -15, JMJD2C inh 8, Yeast superoxide 99, Fh CTSL1 inh -4, TPT1 inh 2 and EBNA-1 inh -7.
For COc1ccc([N+](=O)[O-])cc1NC(=O)c1csc(C)c1 the results were ZTA DNA inh 1, PP5 inh 1.4, PP1 counter -3, HCV core dimer 3, JMJD2C inh -1, Yeast superoxide 87, Fh CTSL1 inh 6, TPT1 inh -1 and EBNA-1 inh 2.
Screening COc1ccc(C(=O)OCC(=O)NCCCc2ccccc2)cc1OC returned ZTA DNA inh -19, PP5 inh -1.7, PP1 counter 0, HCV core dimer -9, JMJD2C inh -8, Yeast superoxide 93, Fh CTSL1 inh -1, TPT1 inh -1 and EBNA-1 inh -5.
For COc1cccc(OC)c1OCCNC(C)(C)C the results were ZTA DNA inh -4, PP5 inh -2.0, PP1 counter 0, HCV core dimer -4, JMJD2C inh 5, Yeast superoxide 105, Fh CTSL1 inh -1, TPT1 inh 6 and EBNA-1 inh -3.
For CCCCC[n+]1ccn(C2=C([O-])c3ccccc3C(=O)/C2=N\S(=O)(=O)c2ccc(Br)cc2)c1 the results were ZTA DNA inh 8, PP5 inh 4.4, PP1 counter -2, HCV core dimer 3, JMJD2C inh -22, Yeast superoxide 141, Fh CTSL1 inh 0, TPT1 inh 1 and EBNA-1 inh -5.
Screening CCCC(CCC)C(=O)Nc1ccc2c(c1)N(C(=O)CN1CCN(C)CC1)c1ccccc1CC2 returned ZTA DNA inh -19, PP5 inh 3.3, PP1 counter 1, HCV core dimer -12, JMJD2C inh -2, Yeast superoxide 77, Fh CTSL1 inh -4, TPT1 inh -1 and EBNA-1 inh -6.
`COc1ccc(-n2ncc3c(N4CCCCC4)ncnc32)cc1` gave ZTA DNA inh 4, PP5 inh 0.5, PP1 counter -1, HCV core dimer 7, JMJD2C inh 7, Yeast superoxide 91, Fh CTSL1 inh 2, TPT1 inh -2 and EBNA-1 inh 9.
For COc1ccc(CCNC(=O)C2CCN(S(=O)(=O)c3cc(OC)ccc3OC)CC2)cc1 the results were ZTA DNA inh -6, PP5 inh 1.3, PP1 counter -1, HCV core dimer 0, JMJD2C inh 8&4, Yeast superoxide 101, Fh CTSL1 inh -1, TPT1 inh 4 and EBNA-1 inh 11.
For O=C(Nc1cccc(S(=O)(=O)N2CCCCC2)c1)c1ccc(S(=O)(=O)C(F)F)cc1 the results were ZTA DNA inh 13, PP5 inh 3.0, PP1 counter 7, HCV core dimer 2, JMJD2C inh 4, Yeast superoxide 101, Fh CTSL1 inh 0, TPT1 inh -2 and EBNA-1 inh -1.
For CCCNC(=O)C1(S(=O)(=O)c2ccccc2)CC=CC1 the results were ZTA DNA inh 6, PP5 inh -1.0, PP1 counter -1, HCV core dimer -8, JMJD2C inh 3, Yeast superoxide 90, Fh CTSL1 inh -2, TPT1 inh -3 and EBNA-1 inh 11.
Screening CC(C)CCNC(=O)CN(C(=O)Cn1nnc(-c2ccccc2F)n1)c1cccc2c1CCCC2 returned ZTA DNA inh -5, PP5 inh 0.1, PP1 counter 6, HCV core dimer 0, JMJD2C inh -7, Yeast superoxide 97, Fh CTSL1 inh 2, TPT1 inh 0 and EBNA-1 inh 0.
`COc1cc(C(C)=O)ccc1OCC(O)CN1CCN(c2ccc(C)c(C)c2)CC1` (stereo not drawn) gave ZTA DNA inh 5, PP5 inh -0.4, PP1 counter -4, HCV core dimer 4, JMJD2C inh -6, Yeast superoxide 100, Fh CTSL1 inh -1, TPT1 inh 0 and EBNA-1 inh 1.
CNC(=O)c1ccc(NC(=O)C2CCN(c3ncnc4sc(C)c(C)c34)CC2)cc1 was read as ZTA DNA inh -22, PP5 inh 1.7, PP1 counter -2, HCV core dimer 2, JMJD2C inh 2, Yeast superoxide 113, Fh CTSL1 inh 2, TPT1 inh 3 and EBNA-1 inh -12.
CC(NC(=O)c1c(Cl)cnn1C)C1CCCO1 (stereo not drawn) was read as ZTA DNA inh -6, PP5 inh -1.9, PP1 counter -2, HCV core dimer 1, JMJD2C inh 1, Yeast superoxide 88, Fh CTSL1 inh 0, TPT1 inh -1 and EBNA-1 inh 0.
`Cc1cc(C(=O)O)cc(S(=O)(=O)N2CCOCC2)c1C` gave ZTA DNA inh 0, PP5 inh 0.7, PP1 counter 3, HCV core dimer -5, JMJD2C inh 6, Yeast superoxide 110, Fh CTSL1 inh -3, TPT1 inh -6 and EBNA-1 inh 4.
Screening COc1ccc(S(=O)(=O)c2c(O)c3ccc(C(=O)Nc4ccccc4F)cc3[nH]c2=O)cc1 returned ZTA DNA inh -4, PP5 inh -1.8, PP1 counter 1, HCV core dimer 9, JMJD2C inh -6, Yeast superoxide 104, Fh CTSL1 inh 7, TPT1 inh -1 and EBNA-1 inh -15.
For CCN(CC)C(=O)C1CCCN(c2ncnc3c2cnn3-c2ccc(Cl)cc2)C1 (stereo not drawn) the results were ZTA DNA inh -1, PP5 inh 0.7, PP1 counter -1, HCV core dimer 14, JMJD2C inh -2, Yeast superoxide 102, Fh CTSL1 inh 3, TPT1 inh -1 and EBNA-1 inh 1.
Screening CCOC(=O)c1cc(NC(=O)COc2ccc([N+](=O)[O-])cc2)cc(C(=O)OCC)c1 returned ZTA DNA inh -5, PP5 inh 1.2, PP1 counter 2, HCV core dimer 8, JMJD2C inh -6, Yeast superoxide 95, Fh CTSL1 inh 2, TPT1 inh -1 and EBNA-1 inh 1.
Screening CCCc1cc(=O)[nH]c(SCc2cc(C(=O)OC)c(C)o2)n1 returned ZTA DNA inh 7, PP5 inh 1.1, PP1 counter -3, HCV core dimer -1, JMJD2C inh 72, Yeast superoxide 95, Fh CTSL1 inh 2, TPT1 inh -6 and EBNA-1 inh 4.
`C#CC(CO)N(CCN(Cc1ccccc1)C(C#C)CO)Cc1ccccc1` (stereo not drawn) gave ZTA DNA inh 10, PP5 inh 3.3, PP1 counter 3, HCV core dimer -4, JMJD2C inh -1, Yeast superoxide 92, Fh CTSL1 inh 2, TPT1 inh -9 and EBNA-1 inh 6.
`NC(=O)C1CCN(c2cc(N3CCOCC3)ccc2[N+](=O)[O-])CC1` gave ZTA DNA inh 12, PP5 inh -0.6, PP1 counter 0, HCV core dimer -5, JMJD2C inh 15, Yeast superoxide 108, Fh CTSL1 inh 2, TPT1 inh -3 and EBNA-1 inh 0.
`CNC(=O)c1[nH]cnc1C(=O)Nc1ccccc1` gave ZTA DNA inh 10, PP5 inh -1.5, PP1 counter -2, JMJD2C inh 7 and Yeast superoxide 110.
Screening COc1ccc(NC(=O)c2cc(=O)c3ccccc3o2)cc1Cl returned ZTA DNA inh -13, PP5 inh 0.2, PP1 counter -3, HCV core dimer -5, JMJD2C inh 3, Yeast superoxide 99, Fh CTSL1 inh 5, TPT1 inh -1 and EBNA-1 inh 1.
For COCCNc1nc2ccccc2nc1NS(=O)(=O)c1ccc(C)cc1C the results were ZTA DNA inh -14, PP5 inh 4.0, PP1 counter -7, HCV core dimer 3, JMJD2C inh -21, Yeast superoxide 110, Fh CTSL1 inh -3, TPT1 inh 3 and EBNA-1 inh -13.
`CCC(C(=O)O)n1nc(-c2ccccc2)c2cc(Cl)ccc21` (stereo not drawn) gave ZTA DNA inh 11, PP5 inh 2.1, PP1 counter -2, HCV core dimer 9, JMJD2C inh 2, Yeast superoxide 103, Fh CTSL1 inh 7, TPT1 inh 2 and EBNA-1 inh 1.
CC(CCc1ccccc1)NC(=O)CCc1cn(C)c2ccccc12 (stereo not drawn) was read as ZTA DNA inh 0, PP5 inh 3.3, PP1 counter -1, HCV core dimer 0, JMJD2C inh -13, Yeast superoxide 119, Fh CTSL1 inh -1, TPT1 inh -1 and EBNA-1 inh -7.
Screening COc1cc(OC)cc(C(=O)NCCN2CCOCC2)c1 returned ZTA DNA inh 5, PP5 inh 0.5, PP1 counter -1, HCV core dimer -6, JMJD2C inh 4, Yeast superoxide 108, Fh CTSL1 inh -2, TPT1 inh -1 and EBNA-1 inh 9.
For COc1ccc2c(c1)C(SCC(=O)NCCc1ccccc1)CC(C)(C)O2 (stereo not drawn) the results were ZTA DNA inh -2, PP5 inh 4.8, PP1 counter -2, HCV core dimer -1, JMJD2C inh 4, Yeast superoxide 104, Fh CTSL1 inh 1, TPT1 inh 0 and EBNA-1 inh -4.
Screening Cc1cc(C(F)(F)F)nc(SCCN2CCOCC2)c1C#N returned ZTA DNA inh 9, PP5 inh -0.7, PP1 counter 1, HCV core dimer 0, JMJD2C inh 60, Yeast superoxide 86, Fh CTSL1 inh 2, TPT1 inh 9 and EBNA-1 inh 7.

An excerpt taken from the entries so far, for reference:
For COc1ccc2c(c1)C(SCC(=O)NCCc1ccccc1)CC(C)(C)O2 (stereo not drawn) the results were ZTA DNA inh -2, PP5 inh 4.8, PP1 counter -2, HCV core dimer -1, JMJD2C inh 4, Yeast superoxide 104, Fh CTSL1 inh 1, TPT1 inh 0 and EBNA-1 inh -4.
Screening Cc1cc(C(F)(F)F)nc(SCCN2CCOCC2)c1C#N returned ZTA DNA inh 9, PP5 inh -0.7, PP1 counter 1, HCV core dimer 0, JMJD2C inh 60, Yeast superoxide 86, Fh CTSL1 inh 2, TPT1 inh 9 and EBNA-1 inh 7.

Not a hit list (roughly 3.1% active in at least one column).
